Bioassay records from PubChem BioAssay.
S100A4 MyoIIA: S100A4-myosin IIA interaction inhibition; P26447; inhibition, % at 10.7 µM; 360,000 tested, 0.14% active; S100A4/TAMRA-MyoIIA peptide fluorescence polarization;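 active = mean inhibition of at least 70% across replicates, with every replicate also reaching that level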
Target sequence (P26447 whole entry, looked up): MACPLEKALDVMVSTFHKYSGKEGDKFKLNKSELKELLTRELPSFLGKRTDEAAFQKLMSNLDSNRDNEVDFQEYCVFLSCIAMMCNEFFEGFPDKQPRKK
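Test system: S100A4 monomer protein; Medium: HEPES pH 7.2 with CaCl2, KCl, NaCl, DTT, Triton; Probe or stimulus: TAMRA-labelled myosin IIA heavy-chain peptide probe, 5 nM; Doses: one dose per compound; Times: polarization read 5 min after assay mix addition, stable 5–60 min; Benchmarks: neutral control DMSO, positive control TFP.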
RAD54 branch: inhibitors of human RAD54 branch migration | RAD54 Holliday junction branch migration, FAM/BHQ fluorescence | 360,000 tested, 0.14% active | Q92698 | inhibition, % at 10.4 µM;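 active = mean normalized replicate activity at least 40 and at least half of replicates scoring 40 or more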;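 also: 0% = median of neutral control wells and 100% = median of positive control wells; inhibitors cause a drop in the FAM fluorescence signal; in these data hits start at about 50%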
Target sequence (Q92698 whole entry, looked up): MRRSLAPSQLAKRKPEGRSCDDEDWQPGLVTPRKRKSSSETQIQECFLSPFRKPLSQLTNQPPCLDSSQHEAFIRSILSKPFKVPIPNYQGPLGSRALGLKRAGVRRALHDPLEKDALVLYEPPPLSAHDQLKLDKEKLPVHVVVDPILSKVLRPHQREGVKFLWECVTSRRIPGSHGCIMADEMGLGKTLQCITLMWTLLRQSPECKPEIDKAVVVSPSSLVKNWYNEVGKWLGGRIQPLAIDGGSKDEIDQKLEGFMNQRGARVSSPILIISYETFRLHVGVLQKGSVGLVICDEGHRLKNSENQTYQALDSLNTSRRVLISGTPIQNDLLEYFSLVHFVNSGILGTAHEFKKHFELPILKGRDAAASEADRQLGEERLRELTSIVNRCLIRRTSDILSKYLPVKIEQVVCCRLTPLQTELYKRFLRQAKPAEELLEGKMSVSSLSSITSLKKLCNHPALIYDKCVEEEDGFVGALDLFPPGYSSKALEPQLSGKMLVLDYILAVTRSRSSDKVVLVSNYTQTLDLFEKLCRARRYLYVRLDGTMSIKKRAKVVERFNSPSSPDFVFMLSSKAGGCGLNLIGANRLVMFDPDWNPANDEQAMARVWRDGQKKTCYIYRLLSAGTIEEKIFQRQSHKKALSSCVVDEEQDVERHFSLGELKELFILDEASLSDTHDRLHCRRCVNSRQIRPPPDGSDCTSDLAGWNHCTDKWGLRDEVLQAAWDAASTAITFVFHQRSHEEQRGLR
esBAF inh: SWI/SNF esBAF complex inhibition | 350,000 tested, 2% active | reporter increase, % at 12.5 µM | mouse ES cells, Bmi1-luciferase knock-in reporter, 24 h; 100% = twice the neutral-well signal; in the data active = activation above about 40%;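 also: 0% = median of the plate's neutral control wells and 100% = double that signal; a rise in the Bmi1 reporter signal indicates esBAF inhibition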
Xi reactivation: activators of X-chromosome reactivation in mouse fibroblasts; 360,000 tested, 0.055% active; activation, % at 7.58 µM; XiGFP mouse fibroblasts, % GFP-positive cells imaging, 3 d; cells co-treated with 5-aza-dC sensitizer; scaled so ellipticine positive control = 100%;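 active = mean normalized replicate activation at least 10% and every replicate at or above 10%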;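 also: 0% = median of on-plate neutral control wells and 100% = ellipticine 6 µM median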
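Schedule: 3 d treatment, 15 min room-temperature fixation; system: 68-5-11 XiGFP fibroblast line; buffer or medium: DMEM plus 5-aza-dC sensitizer; control set: ellipticine 6 µM positive control; compound: one concentration, pinned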
RAD52 inh: blocks human RAD52 DNA annealing; P43351; recombinant RAD52 DNA annealing, FRET fluorescence; 360,000 tested, 0.46% active; inhibition, % at 18.7 µM;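 active = every replicate showing at least 50% inhibition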
ERAP1 inh: inhibitors of human ERAP1 aminopeptidase. Q9NZ08. recombinant ERAP1, Leu-AMC fluorescence, 60 min. inhibition, % at 10.7 µM. 340,000 tested, 0.15% active. AID 652197;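 active = mean replicate inhibition of at least 30%, or all replicates individually reaching that 30% level; inactive = mean below 30% and not every replicate reaching it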;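 also: 0% = neutral control wells and 100% = L-leucinethiol positive control wells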
ERp5 block: blocks human ERp5 reductase activity on insulin | ERp5 insulin aggregation, absorbance 650 nm, 90 min | Q15084 | inhibition, % at 9.99 µM | 350,000 tested, 0.05% active;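 active = mean replicate inhibition above about 25%, with every replicate also reaching it, limit read from the data, passing the limit was not always enough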
E-sel inducer: E-selectin induction on HUVECs; P16581; HUVEC E-selectin immunofluorescence imaging; normalized: neutral wells 0, TNF-alpha wells 100; AID 686992; activation, % at 7.58 µM; 260,000 tested, 0.37% active;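 active = mean E-selectin-positive cell signal at least 10% of the positive control, reached in at least 60% of replicates, without over 20% cell loss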;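 also: in these data hits start at about 27%; measured in HUVEC primary endothelial cells; signal is the percent of cells scored E-selectin positive by PE staining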
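assay system = HUVEC, human umbilical vein endothelial cells | input = 3,000 HUVEC seeded per well | medium = EGM-2 growth medium on 0.1% gelatin-coated wells | dosing = one compound dose added by pin transfer | signal = immunofluorescence imaging | read-out basis = % PE-positive cells | control set = TNF-alpha, DMSO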
The depositor's hits bear a star; . = not tested or not shown; & = joins results of further samples.

1: CO[C@H]1CN(C)C(=O)c2cc(NC(=O)Nc3ccccc3F)ccc2OC[C@H](C)N(C)C[C@@H]1C
2: CCN(CC)c1ccc(CNCc2cccs2)cc1
3: COc1cccc(-c2cnc3c(NC(C)=O)cc(-c4ccc(S(C)(=O)=O)cc4)cn23)c1
4: CC(c1ccon1)N(C)C(=O)CCc1nnc(Cc2ccc(-c3ccccc3)cc2)o1 (centres undefined)
5: Cc1ccc(S(=O)(=O)N(C)C)cc1NC(=O)CN1c2cccc3cccc(c23)S1(=O)=O
6: CCc1ccc(CN2CCC(n3nccc3NC(=O)c3ccccc3)CC2)o1
7: Cc1cccc(CC(=O)Nc2ccc(C(=O)N3CCCCC3)cc2)c1
8: CCc1cccc(C)c1NC(=O)COC(=O)c1cc([N+](=O)[O-])ccc1N1CCOCC1

Assay by compound,1,2,3,4,5,6,7,8
S100A4 MyoIIA,-5.9,-6.6,-4.8,-10.1,-3.6,-2.8,-1.2,-5.8
RAD54 branch,3.3,.,7.0,0.7,7.4,4.3,-9.0,.
esBAF inh,-2.0,-1.0,7.8,16.4,0.5,-0.8,1.3,-6.8
Xi reactivation,-0.6,0.0,0.0,0.1,0.0,-0.1,0.2,0.2
RAD52 inh,-0.7,-3.1,-28.3,-18.6,-21.0,-13.2,-5.7,2.4
ERAP1 inh,2.0,1.5,-6.6,-0.5,3.2,1.2,1.2,2.0
ERp5 block,1.3,-2.4,5.1,-1.8,2.4,8.5,1.9,0.8
E-sel inducer,0.3,4.0,1.5,1.9,0.8,.,0.0,.

9: COc1cccc(S(=O)(=O)N2CCCCN3[C@@H](CO)[C@@H](c4ccc(C#CCC(C)C)cc4)[C@@H]3C2)c1
10: COc1ccc(S(=O)(=O)NCCc2cn3nc(C)c(C)nc3n2)cc1F
11: CCOC(=O)[C@]12CCC=C1N(Cc1ccc(Cl)cc1Cl)C(=O)[C@H](CC(=O)NCC13CC4CC(CC(C4)C1)C3)C2
12: CCn1c(O)c(/C=C2\C=Nc3ccccc32)sc1=Nc1ccc(C)cc1
13: CC(C)C(=O)Nc1cccc(C(=O)NCc2ccc3c(c2)OCO3)c1
14: COc1ccccc1-c1sc2cc3c(cc2c1C#Cc1ccccn1)OCO3
15: COCC(=O)N1C[C@H](C)[C@@H](OC)CN(C)C(=O)c2cc(NC(=O)Nc3ccccc3)ccc2OC[C@H]1C
16: O=C(C[C@H]1CC[C@H]2[C@@H](COC[C@H](O)CN2Cc2ccccc2)O1)N[C@@H]1CCN(Cc2ccccc2)C1

Assay by compound,9,10,11,12,13,14,15,16
S100A4 MyoIIA,-2.6,-1.8,-4.7,-1.7,-2.7,3.6,-1.7,12.9
RAD54 branch,-0.5,-1.3,.,9.3,7.5,5.2,10.1,-9.5
esBAF inh,-12.0,-4.5,.,3.8,.,-4.0,-3.6,-2.3
Xi reactivation,0.1,0.0,0.2,.,.,0.4,-0.2,0.0
RAD52 inh,-28.8,-6.1,-5.8,-46.1,-11.3,-20.2,3.3,35.9
ERAP1 inh,-3.1,-53.1,.,2.2,2.5,.,0.8,3.0
ERp5 block,1.0,-17.9,2.5,-10.8,4.3,-3.5,2.0,1.2
E-sel inducer,-0.3,-0.7,-0.5,.,.,0.2,-0.2,0.3

17: COc1ccc(N(CC(=O)NCCSCc2cccc(Cl)c2)S(C)(=O)=O)cc1
18: O=c1c2c(O)cc(O)cc2oc2ccc(O)c(O[C@@H]3O[C@H](CO)[C@@H](O)[C@H](O)[C@H]3O[C@H]3O[C@H](CO)[C@@H](O)[C@H](O)[C@H]3O)c12
19: Cc1ccc(N2C(=O)c3cccc4c(N)ccc(c34)C2=O)c2cccnc12
20: CO[C@@H]1CN(C)C(=O)c2cc(NC(=O)c3cnccn3)ccc2OC[C@@H](C)N(CC2CC2)C[C@H]1C
21: O=C(Nc1ccc2nccnc2c1)c1ccco1
22: c1ccc(CC(Cc2ccccc2)c2ccccn2)cc1
23: CCSc1oc(-c2cccs2)nc1S(=O)(=O)c1ccccc1
24: CCOC(=O)c1cccc(P(=O)(C(C)(C)C)C(C)(C)C)c1

Assay by compound,17,18,19,20,21,22,23,24
S100A4 MyoIIA,3.6,-3.8,12.5,10.5,1.8,-7.4,-6.1,12.3
RAD54 branch,-2.5,8.2,-1.7,-1.9,.,-1.1,-5.6,.
esBAF inh,-1.9,-0.9,-3.6,-3.5,.,.,-1.2,.
Xi reactivation,-0.2,.,115.7*,-0.1,-0.5,0.1,0.0,0.1
RAD52 inh,-1.5,-1.4,-106.8,-1.8,-7.5,-13.8,-22.5,-21.4
ERAP1 inh,3.2,.,3.3,-1.5,-1.0,-2.1,8.1,-8.9
ERp5 block,-0.2,4.5,1.8,-1.2,-2.2,-2.5,6.1,1.7
E-sel inducer,.,.,.,0.2,1.7,-0.8,.,1.3

25: CCN=c1scc(-c2ccco2)n1/N=C/c1ccc(OC)c(O)c1
26: CCc1ccc(Nc2nnc(SCC(=O)NC(=O)c3cccn3C)s2)cc1
27: CC1CCCN1CC#CC(O)(c1ccccc1)c1ccccc1 (centres undefined)
28: C[C@H]1CN([C@@H](C)CO)C(=O)c2cc(Br)cnc2O[C@H]1CN(C)C(=O)c1ccccc1F
29: C/C(=N\NC(=O)C1CCCC1)c1ccc(Cl)cc1
30: COc1ccc(OCCCC(=O)Nc2ncn[nH]2)cc1
31: CNC(=O)C[C@H]1CC[C@H]2[C@H](COc3ccc(NC(=O)c4cccc(F)c4)cc3C(=O)N2C)O1
32: COC/C=C/C1=CC2=CC(=O)C(C)(OC(=O)C3CCCC3)C(=O)C2=CO1 (centres undefined)

Assay by compound,25,26,27,28,29,30,31,32
S100A4 MyoIIA,5.0,-0.8,-3.2,138.8*,-7.8,60.8,7.7&-5.6,-13.9
RAD54 branch,6.7,.,-4.6,2.4,9.8,.,-0.3&-8.0,-14.1
esBAF inh,53.9*,.,.,2.6,14.0,.,0.6&2.7,1.3
Xi reactivation,.,0.0,0.0,-0.3,0.0,0.1,-0.1&0.3,0.1
RAD52 inh,-15.9,-5.2,-5.0,5.8,-10.4,-1.1,-1.8&-4.1,-24.9
ERAP1 inh,-2.2,1.6,.,-2.5,-3.0,-2.7,-2.0&0.9,4.7
ERp5 block,3.4,-2.1,8.3,-6.3,9.0,-0.9,0.3&-3.4,3.6
E-sel inducer,.,.,.,0.3,-0.1,-0.2,0.6&0.1,-0.2

Full records, looked up by structure. Screens in order: S100A4 MyoIIA | RAD54 branch | esBAF inh | Xi reactivation | RAD52 inh | ERAP1 inh | ERp5 block | E-sel inducer
Listed for `COc1ccc(OCCCC(=O)Nc2ncn[nH]2)cc1` : 60.8 | . | . | 0.1 | -1.1 | -2.7 | -0.9 | -0.2
Listed for `C[C@H]1CN([C@@H](C)CO)C(=O)c2cc(Br)cnc2O[C@H]1CN(C)C(=O)c1ccccc1F` : 138.8* | 2.4 | 2.6 | -0.3 | 5.8 | -2.5 | -6.3 | 0.3

Next section.
33: COc1cc2ccc(-c3ccc4ccccc4n3)cc2cc1OC
34: Cc1ccc(-c2nc3ccccn3c2Nc2ccccc2)o1
35: COc1ccc(CNC(=O)C[C@@H]2CC[C@H](NC(=O)c3cccc(F)c3)[C@@H](CO)O2)cc1
36: CCOc1ccc(CCNC(=O)COC(=O)C2=NNC(=O)CC2)cc1OCC
37: O=C(c1ccc(Cl)c(S(=O)(=O)N2CCCCC2)c1)N1CCCC1
38: Cc1ccc(N(Cc2cc3ccccc3[nH]c2=O)C(=O)c2cccs2)cc1C
39: C[C@H]1CN([C@@H](C)CO)C(=O)c2ccccc2-c2ccccc2CO[C@@H]1CN(C)C(=O)c1ccc(F)cc1
40: COc1ccc(CCn2ccc(O)c(Cc3c(F)cccc3Cl)c2=O)cc1OC

Assay by compound,33,34,35,36,37,38,39,40
S100A4 MyoIIA,-9.9,-7.9,6.2,-1.2,-1.9,-4.3,-7.3,-10.7
RAD54 branch,.,.,1.6,-11.3,-8.7,9.4,-4.7,.
esBAF inh,.,.,-0.6,1.5,2.5,-3.4,0.4,.
Xi reactivation,0.0,0.0,-0.3,0.0,0.0,0.1,-0.5,-0.2
RAD52 inh,-11.9,-10.2,3.9,-4.8,-5.1,1.4,4.6,-6.1
ERAP1 inh,3.2,4.3,-2.2,4.1,-1.9,-0.5,2.8,0.2
ERp5 block,0.5,1.3,1.2,-1.5,-2.0,-1.8,-5.4,-4.7
E-sel inducer,1.0,.,0.0,.,-0.6,-0.1,1.4,.

41: Cc1cccc(NC(=O)CSc2nnc(-c3ccc(S(=O)(=O)N4CCCC4)cc3)o2)c1
42: Cc1cc(S(=O)(=O)NC(=O)[C@H]2O[C@@H](n3cnc4c(N)ncnc43)[C@H](O)[C@@H]2O)ccc1Br
43: COc1cccc2c1OCC([C@@H]1C[C@H]3CN(Cc4cccc(Cl)c4)C(=O)[C@]34CCCN14)=C2
44: CC1(C(=O)NCc2ccc3c(c2)OCO3)CCN1C(=O)C1(c2ccc(Cl)cc2)CC1 (centres undefined)
45: CC(NC(=O)c1ccccc1)C(=O)N/N=C/c1ccco1 (centres undefined)
46: CC(C)n1nc(C(=O)OCC(=O)NCCc2ccc(S(N)(=O)=O)cc2)c2ccccc2c1=O
47: CO[C@@H](CN(C)S(=O)(=O)c1ccccc1)[C@@H](C)CN(Cc1ccccc1Cl)[C@H](C)CO
48: Cc1cc(=O)oc2cc(OCC(=O)Nc3cccnc3)ccc12

Assay by compound,41,42,43,44,45,46,47,48
S100A4 MyoIIA,2.1,-3.5,-3.8,4.3,-1.9,0.9,1.0,-2.2
RAD54 branch,2.4,-6.2,2.2,6.8,-2.1,-11.2,2.3,0.2
esBAF inh,-4.2,0.4,11.7,-1.0,-1.8,-6.6,-6.7,-4.8
Xi reactivation,.,-0.1,0.0,0.4,0.1,-0.1,0.0,0.1
RAD52 inh,-1.6,-2.8,-34.2,-12.0,-11.3,-10.9,-4.1,-11.3
ERAP1 inh,0.9,-9.9,10.7,9.7,-0.5,-0.8,0.7,0.8
ERp5 block,3.0,0.7,-66.4,3.6,2.8,-5.4,-0.3,-7.3
E-sel inducer,.,-0.3,-0.4,0.2,.,0.7,-0.1,-0.2

49: COc1ccc(N2CCN(CC(O)COc3cc(C)ccc3C)CC2)cc1 (centres undefined)
50: C[C@@H](C(=O)CC(=O)OC(C)(C)C)[C@@H](O)c1ccccc1
51: C[C@@H]1CN([C@H](C)CO)C(=O)CCCn2cc(nn2)CO[C@@H]1CN(C)C(=O)Nc1ccc(N2CCN(C)CC2)cc1
52: O=C(c1ccc(F)cc1)N1CC(=O)N2[C@H](C1)[C@H](c1ccc(-c3ccccc3)cc1)[C@@H]2CO
53: CCOC(=O)CSc1nnc(-c2ccccc2)c(=O)[nH]1
54: CCn1c(C)cs/c1=N\S(=O)(=O)c1ccccc1

Assay by compound,49,50,51,52,53,54
S100A4 MyoIIA,1.8,-2.6,9.8,9.6,-6.1,-12.9
RAD54 branch,-7.0,-1.7,1.6,.,9.5,-1.6
esBAF inh,0.2,-0.9,-5.0,.,-4.5,-4.2
Xi reactivation,0.3,1.0,0.2,0.1,.,0.7
RAD52 inh,-8.4,-83.0,3.2,-13.6,-7.1,-10.1
ERAP1 inh,-2.5,-0.6,0.0,.,0.1,-3.1
ERp5 block,1.3,-4.8,-3.5,5.6,-4.7,1.5
E-sel inducer,.,.,0.1,0.1,.,-0.1
